GPT2 inh: blocks human glutamate pyruvate transaminase 2; actives 0.25% (n = 100,000); AID 1671188; Potency, µM (series often up to 57.7 µM), inactives show at the top dose activity change, negative = inhibition, usual class: inhibitors; Recombinant GPT2, coupled pyruvate oxidase/HRP Amplex Red fluorescence; note: potency is the fitted concentration of half-maximal effect; nearly all actives have a fitted effect of over 60% in size; many of its hits are not listed in these tables
Target sequence (Q8TD30 whole entry, looked up): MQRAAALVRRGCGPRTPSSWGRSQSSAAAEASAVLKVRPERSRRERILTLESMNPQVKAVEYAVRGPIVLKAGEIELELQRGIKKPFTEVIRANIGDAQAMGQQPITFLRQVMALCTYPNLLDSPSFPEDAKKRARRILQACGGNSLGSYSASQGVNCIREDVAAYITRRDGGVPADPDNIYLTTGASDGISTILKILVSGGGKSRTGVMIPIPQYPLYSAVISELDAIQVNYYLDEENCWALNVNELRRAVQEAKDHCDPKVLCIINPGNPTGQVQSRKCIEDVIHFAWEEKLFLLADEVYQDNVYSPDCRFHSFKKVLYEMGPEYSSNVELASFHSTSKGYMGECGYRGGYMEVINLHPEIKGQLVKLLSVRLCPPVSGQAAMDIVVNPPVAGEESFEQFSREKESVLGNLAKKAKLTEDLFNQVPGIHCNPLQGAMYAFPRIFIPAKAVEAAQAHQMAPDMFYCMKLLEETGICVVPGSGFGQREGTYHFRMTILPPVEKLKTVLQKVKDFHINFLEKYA
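Fluorescence read-out: pyruvate from GPT2 turnover coupled to pyruvate oxidase, HRP and Amplex Red (0.2mM ThPP, 0.2U/mL PO and HRP, 50uM Amplex final). Substrates 250uM a-KG, 2mM L-alanine; enzyme 10ng/uL; 30 min RT.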
IP6K1 inhibitor: IP6K1 kinase inhibition; IP6K1 kinase, ADP-Glo luminescence, 2 h; hits give low values; activity change, % (series mostly up to about 58 µM); actives 0.81% (n = 140,000); in the data active = activity change below about -25%
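ADP-Glo luminescence measures ADP made by human IP6K1 during a 2 h RT reaction with ATP/IP6 (mix at 1.3 mM/130 uM); top library doses 57.5 and 19.1 uM final.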
3T3 cytotox: NIH 3T3 cell cytotoxicity. NIH 3T3 viability, CellTiter-Glo ATP luminescence, 48-72 h. Potency, µM (series often up to 96.7 µM), for inactives: top-dose activity change, negative = cytotoxicity, most hits filed as inhibitors. actives 4.3% (n = 94,000). AID 1345082; note: potency is the fitted concentration of half-maximal effect; nearly all actives have a fitted effect of over 55% in size
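Cytotoxicity was measured by CellTiter-Glo ATP luminescence after 48 or 72 h compound exposure at 37 °C. Mouse NIH 3T3 fibroblasts were seeded at 400 cells/well and dosed by 23 nL pin transfer.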
SNCA expr inhib: reduces expression of the alpha-synuclein gene; HEK-293 SNCA-luciferase knock-in, luminescence, 24 h; Potency, µM (series often up to 57.2 µM), for inactives: top-dose activity change, negative = inhibition, actives largely listed as inhibitors; actives 0.17% (n = 140,000);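 note: potency is the fitted concentration of half-maximal effect; plate controls were DMSO cells for no effect and cell-free wells for full effect; nearly all actives have a fitted effect of over 45% in size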
SNCA viab count: cell viability loss counter-screen. HEK-293-SNCA-luc viability, GF-AFC fluorescence, 24 h. Potency, µM (highest dose often 57.1 µM), for inactives: top-dose activity change, negative = cytotoxicity, hits mostly cytotoxic. actives 0.12% (n = 150,000). AID 1671193;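 note: potency is the fitted concentration of half-maximal effect; 0% = DMSO-treated cells and -100% = medium-only wells without cells; nearly all actives have a fitted effect of over 30% in size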
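Cytotoxicity counterscreen: after 24 h compound treatment of genome-edited SNCA-luciferase HEK-293 cells, live-cell protease substrate GF-AFC read by fluorescence after 30 min; activity scaled between DMSO (0%) and medium-only (-100%), curves Hill-fitted.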
HEK cytotox: kills HEK 293 cells. HEK 293 viability, ATP luminescence (CellTiter-Glo), 48-72 h. actives 6.6% (n = 94,000). Potency, µM (doses to about 115 µM), for inactives: at the top dose activity change, negative = cytotoxicity, usual class: inhibitors. AID 1345083; note: potency is the fitted concentration of half-maximal effect; nearly all actives have a fitted effect of over 60% in size
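250 HEK 293 cells/well; compound by pintool; incubated 48 or 72 hr at 37 degree Celsius; CellTiter-Glo added, 10 min RT, luminescence imaged.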
FLuc inh: Photinus pyralis luciferase inhibition | P08659 | purified P. pyralis luciferase, luminescence, biochemical | actives 2.5% (n = 76,000) | Potency, µM (titrated, usually from 115 µM), for inactives: at the highest dose activity change, negative = inhibition, actives largely listed as inhibitors | AID 1347043; note: potency is the fitted concentration of half-maximal effect; nearly all actives have a fitted effect of over 65% in size
Target sequence (P08659 whole entry, looked up): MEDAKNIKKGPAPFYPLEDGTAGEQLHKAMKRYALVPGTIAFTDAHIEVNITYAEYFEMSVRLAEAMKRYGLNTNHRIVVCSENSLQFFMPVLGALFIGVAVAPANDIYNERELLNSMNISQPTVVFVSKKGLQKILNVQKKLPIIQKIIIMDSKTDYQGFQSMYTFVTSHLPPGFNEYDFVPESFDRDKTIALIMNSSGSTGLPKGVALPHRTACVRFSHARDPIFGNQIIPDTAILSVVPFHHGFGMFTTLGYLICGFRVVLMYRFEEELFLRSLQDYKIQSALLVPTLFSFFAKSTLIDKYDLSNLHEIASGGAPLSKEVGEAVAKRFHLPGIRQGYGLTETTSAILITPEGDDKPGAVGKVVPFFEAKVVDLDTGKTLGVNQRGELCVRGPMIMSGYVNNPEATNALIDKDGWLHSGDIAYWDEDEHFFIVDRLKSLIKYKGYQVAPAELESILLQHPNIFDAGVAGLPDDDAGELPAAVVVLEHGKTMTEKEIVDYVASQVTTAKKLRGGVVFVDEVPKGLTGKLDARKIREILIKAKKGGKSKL
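Purified 10nM P. pyralis luciferase with 10uM D-luciferin and 10uM ATP in 50mM Tris acetate pH 7.5, 10mM Mg acetate, 0.01% Tween-20, 0.05% BSA. qHTS titration; luminescence read by CCD imager.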
* = called active by the depositor; i = inactive; ? = inconclusive; nt = not tested or not shown; & = joins results of further samples; [ ] = remark or other dose. Unless noted, calls come from the whole dose curve; as a rule, active = well fitted curve in the direction sought with a large enough effect; inconclusive = small, poorly fitted or top-dose-only effect, or another doubt; inactive = no such curve, though single readings can be large; an effect the other way counts as inactive or inconclusive. Unless noted, % is set by controls: 0 for no effect and ±100 for the full control effect.

SMILES	GPT2 inh	IP6K1 inhibitor	3T3 cytotox	SNCA expr inhib	SNCA viab count	HEK cytotox	FLuc inh
COc1cccc(CNC(=O)C2CCN(C(=O)N3CCOc4ccc(Cl)cc43)CC2)c1OC	nt	-2.7	nt	?	18.1%	nt	nt
COc1cccc(CCC(=O)NCCC2CCN(C(=O)Nc3ccc(F)cc3F)CC2)c1	2.0%	-2.5	-13.3%	6.6%	10.1%	?	7.6%
COc1ccc(-c2noc([C@@H]3CCCN3C(=O)CCc3ccccc3)n2)cc1OC	i	-0.5	?	49.3%[activator]	-22.6%	?	-7.4%
O=C(Nc1ccc(F)cc1)c1ccc2nc(-c3cccnc3)oc2c1	i	9.7	-13.3%[138 µM]	11.1%[87.6 µM]	7.3%[87.6 µM]	-10.8%[172 µM]	nt
O=C(Nc1cc(F)ccc1F)N1CC(c2noc(-c3ccccc3)n2)C1	i	17.2	?	2.9%	-8.4%	?	2.4%
N#Cc1ccc(CN2CC[C@H](c3nnc(-c4ccccc4)o3)C2)cc1	i	9.8	?	22.3%[87.6 µM]	-19.8%[87.6 µM]	?	-19.0%[172 µM]
O=C(NC1CCc2nn(CC3CC3)c(=O)n2CC1)c1ccc[nH]c1=O (configuration not stated)	i	-14.7	0.4%	-4.3%	-3.0%	i	9.9%
CCN1CCN(C(=O)c2ccc3c(c2)N(Cc2ccccc2F)C(=O)c2ccccc2S3=O)CC1 (configuration not stated)	nt	20.3	nt	-25.3%	-4.2%	nt	nt
O[C@@H]1[C@@H](Cn2cc(-c3cccnc3)nn2)C[C@@H](NC2CCOCC2)[C@@H]1O	i	5.4	i	-5.4%	2.1%	i	-5.2%
CCn1c(=O)cc(SCC(=O)NCc2ccc(OC)cc2OC)c2ccccc21	nt	-13.7	nt	44.8%	1.1%	nt	nt
O=c1c2c3c(sc2n(Cc2ccc(F)cc2Cl)c(=O)n1-c1ccc(Cl)cc1)CCC3	nt	16.1	nt	-15.2%	-3.8%	nt	nt
Cc1noc(-c2cn(C3CCN(C(=O)Cc4cccc(F)c4)CC3)nn2)n1	i	19.6	-5.2%	1.0%	0.8%	1.7%	5.8%
Cc1nn(C(C)C(=O)Nc2cccc(F)c2)c(=O)c2c1sc1ccccc12 (configuration not stated)	nt	-4.8	nt	8.5%	6.1%	nt	nt
O=C(Nc1noc2ccccc12)c1ccc(F)cc1	nt	-48.4*	nt	-74.8%	17.9%	nt	nt
COc1ccc(S(=O)(=O)N2CC[C@H]3NC(=O)N(c4ccc(Oc5ccccc5)cc4)C(=O)[C@H]32)cc1	4.1%	-9.4	-3.5%	-7.8%	7.7%	-7.2%	1.4%
CCC(=O)N1CCc2cc(CNC(=O)c3ccc(C#N)cc3)ccc21	nt	19.3	nt	40.7%[activator]	13.1%	nt	nt
COC(=O)C1=COC(OC2OC(CO)C(O)C(O)C2O)C2C(C)C(OC(=O)/C=C/c3ccc(O)cc3)C(O)C12 (configuration not stated)	-17.9%[27.3 µM]	25.8	nt	nt	-16.5%[23.9 µM]	nt	nt
COc1ccc(CNC(=O)[C@@]23CCCC[C@H]2N(C)C(=O)CC3)c(OC)c1	-26.8%	-5.0	-26.4%	21.2%	-11.7%	-0.2%	-7.2%
COc1cccc(C(=O)N2CC[C@](O)(c3ccccc3)[C@H](N(C)C)C2)c1	i	12.4	i	?	-9.7%	6.0%	-6.6%
CC1=C[C@@H](CNC(=O)CCC(=O)O)[C@H](C(C)C)C[C@H]1Cc1nc2ccc(F)cc2[nH]1	-9.7%[88.5 µM]	-7.8	-7.6%[138 µM]	14.8%[87.6 µM]	-7.7%[87.6 µM]	5.0%[172 µM]	2.3%[172 µM]
Cc1cc(S(=O)(=O)N2CCCN(C)c3ccccc32)ccc1Cl	-8.9%	7.1	?	-20.0%	-7.4%	?	nt
CCN(CC)S(=O)(=O)c1ccc2c(c1)N(CC(=O)Nc1cccc(C)c1C)C(=O)C1CCCN21 (configuration not stated)	nt	-2.2	nt	-2.9%	-4.7%	nt	nt
Cc1cc2nc3n(c(=O)c2n1CC(=O)Nc1ccc2c(c1)OCCO2)CCCC3	i	11.6	-19.2%	4.1%	-17.4%	2.4%	4.0%
O=C1NC2(CCN(C(=O)Cc3ccccc3)C2)OCc2ccccc21 (configuration not stated)	i	21.5	-29.3%[138 µM]	7.2%[87.6 µM]	-7.2%[87.6 µM]	100µM*	-3.0%[172 µM]
CCN1CCC(N(Cc2cccc(OC)c2)C(=O)Nc2cccc(C)c2C)CC1	nt	-13.6	nt	-23.3%	2.5%	nt	nt

In the list so far, these contain a thiophene ring, fused or not:
SMILES	GPT2 inh	IP6K1 inhibitor	3T3 cytotox	SNCA expr inhib	SNCA viab count	HEK cytotox	FLuc inh
O=c1c2c3c(sc2n(Cc2ccc(F)cc2Cl)c(=O)n1-c1ccc(Cl)cc1)CCC3	nt	16.1	nt	-15.2%	-3.8%	nt	nt
Cc1nn(C(C)C(=O)Nc2cccc(F)c2)c(=O)c2c1sc1ccccc12 (configuration not stated)	nt	-4.8	nt	8.5%	6.1%	nt	nt

(cont.)
SMILES	GPT2 inh	IP6K1 inhibitor	3T3 cytotox	SNCA expr inhib	SNCA viab count	HEK cytotox	FLuc inh
CCOc1ccccc1N1CC(c2nc3ccccc3n2CCCCOc2ccccc2)CC1=O (configuration not stated)	nt	-4.8	nt	-2.0%	4.8%	nt	nt
Cc1nc(C)c(C(=O)NCC2Cn3cccc3C(=O)N2CC(C)C)s1 (configuration not stated)	i	18.3	-1.2%	26.3%	-1.3%	i	-8.5%
O=C(c1ccc(Cn2cccn2)o1)N1CCn2nc(C(O)CO)cc2C1 (configuration not stated)	i	6.0	1.7%	-18.0%	-11.2%	3.1%	3.6%
C=CCNC(=O)c1coc(COc2ccc3c(c2)C(c2cccc(C)c2)N(C(=O)C2CC2)CC3)n1 (configuration not stated)	1.6%	-4.8	?	4.3%	-15.0%	35.5µM*	-13.4%
O=C(O)CC1C(=O)NCCN1C1CCCC1 (configuration not stated)	-14.6%	2.3	i	1.7%	3.4%	4.6%	4.4%
O=C(Cn1nc2c(cc1=O)CCCCC2)Nc1nnc(C2CCCCC2)s1	i	14.7	-3.7%	-16.9%	0.5%	-7.1%	-3.9%
O=C(CC(c1ccccc1)c1ccccc1F)N1CCN(c2ccncc2)CC1 (configuration not stated)	-3.7%	2.4	?	3.4%	-0.3%	?	?
CC(C)NC(=O)N1CCOC2(CCN(C(=O)Cc3ccc(O)cc3)CC2)C1	i	-9.2	i	?	-14.5%	i	nt
CC(C)/C=C1/NC(=O)C(C(C)C)n2c1nc1c(O)cccc1c2=O (configuration not stated)	?	-1.2	nt	nt	-17.0%	nt	nt
Cc1ccc(S(=O)(=O)N[C@H]2CO[C@H]3[C@@H]2OC[C@@H]3Nc2nccc(C(C)(C)C)n2)cc1	-5.7%[88.5 µM]	-4.6	?	?	?	25.1µM*	?
CCC1(N2CCN(C(=O)c3cc(F)ccc3Cl)CC2)CCN(C(=O)NC)C1 (configuration not stated)	i	4.2	-7.3%	40.1%[activator]	9.7%	-0.9%	?
COc1ccc(Cn2c(C3CCN(C(=O)c4ccc(F)c(F)c4)CC3)n[nH]c2=O)cc1	0.5%	-9.3	-7.4%	22.4%	-7.3%	15.9%	9.0%
COc1ccc(Cl)cc1NC(=O)CCC1CCCN(C(=O)CCCn2cncn2)C1 (configuration not stated)	i	8.1	-25.4%	33.1%	10.1%	-9.0%	-9.4%
Cc1ccccc1C(=O)N1CCC2(CC1)N=C(c1cccc(Br)c1)NO2	-10.5%	9.7	?	?	7.7%	?	20.3%
CC1(C)Cc2c(-c3ccccc3)c(-c3ccc(Cl)cc3)c(CC(=O)O)n2C1	1.8%	6.1	nt	-10.1%	-13.8%&4.5%	nt	nt
O=C1NCCCCCCN(C(=O)COc2ccc(F)cc2)[C@H]2CCCC[C@@H]12	-0.6%	-5.0	-13.5%	-26.2%	0.4%	3.4%	0.7%
O=C(COc1ccccc1)N1CC2CC(C1)[C@H]1CCCC(=O)N1C2 (some centres not stated)	1.5%	20.3	1.2%	11.7%	6.3%	5.1%	5.7%
C[C@H]1[C@H](NC(=O)C(=NOC(C)(C)C(=O)O)c2csc(N)n2)C(=O)N1S(=O)(=O)O	i	nt	nt	24.7%	-0.4%	nt	nt
COc1cc(OC)c(NC(=O)CCc2c(C)nc3c4c(C)cc(C)nc4nn3c2C)cc1Cl	nt	-3.5	nt	3.4%	3.4%	nt	nt
COC(=O)Nc1ccc(-c2nc(N3CCOCC3)c3cnn(C4CCN(Cc5cccnc5)CC4)c3n2)cc1	-12.7%&-17.9%	-1.9	nt	?	?	nt	nt
COc1ccc(OCc2nc(C(=O)N3CCCC(C(C)(C)O)C3)co2)cc1 (configuration not stated)	-1.2%	-5.0	-17.1%	20.9%	1.8%	-7.8%	-0.3%
Cn1cccc1CN1CCCC2(C1)C(=NC1CCCCC1)NC(=O)N2c1cccnc1 (configuration not stated)	-28.3%	-8.5	?	7.9%	3.3%	2.9%	nt
COc1ccccc1N1CCN(c2cc(C)nc3nc(-c4ccc(Cl)cc4)nn23)CC1	nt	-0.5	nt	30.5%[activator]	-16.5%	nt	nt
CCCCN(CC)C(=O)CSc1nc2n[nH]c(C)c2c(=N)n1-c1ccc(CC)cc1	nt	-7.5	nt	?	-26.8%	nt	nt
N#C/C(=C\c1cc(Br)c(O)c(Br)c1)c1nc2ccccc2c(=O)[nH]1	nt	-28.9*	nt	-26.9%	-3.5%	nt	nt
COc1ccc(OC)c(CCNC(=O)Cn2nc(C)n3c(cc4sccc43)c2=O)c1	nt	1.2	nt	-7.7%	2.3%	nt	nt
Cc1nn(-c2ccccc2)c(Oc2ccccc2F)c1CCC(=O)NCc1ccco1	i	-8.8	?	?	1.7%	44.7µM*	1.7%
COc1ccc(C(=O)CSc2nc3cc(C(=O)NC4CCCC4)ccc3c(=O)n2CC2CCCO2)cc1 (configuration not stated)	nt	-7.4	nt	-18.1%	10.1%	nt	nt
COc1ccc(CNC(=O)CS(=O)Cc2nc(-c3ccc(OC)c(OC)c3)oc2C)cc1 (configuration not stated)	nt	22.4	nt	32.8%[activator]	-12.7%	nt	nt
Cc1ccc(C)c(NC(=O)Cn2c(=O)n(Cc3ccc4c(c3)OCO4)c(=O)c3ccccc32)c1	nt	-8.6	nt	31.1%[activator]	-6.0%	nt	nt

Exported with two lines to a compound: entries from further up
Value order – GPT2 inh	IP6K1 inhibitor	3T3 cytotox	SNCA expr inhib	SNCA viab count	HEK cytotox	FLuc inh
Cc1ccc(C)c(NC(=O)Cn2c(=O)n(Cc3ccc4c(c3)OCO4)c(=O)c3ccccc32)c1
 : nt	-8.6	nt	31.1%[activator]	-6.0%	nt	nt
O=C(Nc1ccc(F)cc1)c1ccc2nc(-c3cccnc3)oc2c1
 : i	9.7	-13.3%[138 µM]	11.1%[87.6 µM]	7.3%[87.6 µM]	-10.8%[172 µM]	nt
Cc1nc(C)c(C(=O)NCC2Cn3cccc3C(=O)N2CC(C)C)s1 (configuration not stated)
 : i	18.3	-1.2%	26.3%	-1.3%	i	-8.5%
